PKA-R2B activ: activates the human PKA-R2B holoenzyme complex; AID 504700; P22694+P31323; activation, % at 11.4 µM; PKA-R2B holoenzyme dissociation, Cy5-IP20 fluorescence polarization; R2B truncated from residue 108, S112A mutant; 0% DMSO only, 100% 113 µM cGMP; 0.079% of 340,000 active;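 active means activation above a cutoff set at the mean over all compounds plus 3 SD, cut at about 18% in these data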;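 further: higher means more holoenzyme dissociation and a rise in polarization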
Target sequence (P31323 whole entry, looked up, other chains not shown, the tested form may be a part): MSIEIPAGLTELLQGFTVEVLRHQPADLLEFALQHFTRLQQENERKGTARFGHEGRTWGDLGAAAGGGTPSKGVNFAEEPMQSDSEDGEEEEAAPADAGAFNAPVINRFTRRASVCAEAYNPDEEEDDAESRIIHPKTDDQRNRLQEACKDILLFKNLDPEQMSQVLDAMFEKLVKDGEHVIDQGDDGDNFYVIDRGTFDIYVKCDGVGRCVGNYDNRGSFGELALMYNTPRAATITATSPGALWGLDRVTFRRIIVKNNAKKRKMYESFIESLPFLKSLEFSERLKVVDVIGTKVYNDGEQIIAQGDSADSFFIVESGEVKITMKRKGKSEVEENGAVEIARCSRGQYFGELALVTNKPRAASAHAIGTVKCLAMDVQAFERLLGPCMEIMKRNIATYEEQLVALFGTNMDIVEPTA
PKA-R1A activ: PKA-R1A complex activation. P00514+P68181. activation, % at 11.4 µM. 0.083% of 340,000 active. PKA-R1A dissociation, Cy5-IP20 fluorescence polarization; scaled: DMSO 0%, 113 µM cGMP 100%;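 active means percent activation above the mean of all tested compounds plus 3 SD, cut at about 19% in these data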;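 further: higher means more PKAc released from R1A so a rise in polarization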
Arr AP2 block: blocks beta-arrestin peptide binding to AP2 adaptin; FITC-arrestin peptide / GST-AP2 beads, flow cytometry; AP2 beta2 appendage carries R879A mutation; inhibition, % at 10 µM; 0.31% of 340,000 active;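 active means inhibition above a set limit, near 3 SD of compounds lacking own fluorescence, cut at about 54% in these data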;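 further: plate controls were DMSO wells for no effect and 5 µM unlabelled arrestin peptide for full effect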
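Assay system: GST-AP2 R879A bound to glutathione beads, E. coli-expressed; Medium: PBS with 0.05% Tween 20 and 0.1% BSA; Also added: fluorescein-tagged arrestin peptide at 50 nM final; Timing: 12 min plus 1 h, RT; Measured by: flow cytometry, FL1 (488/535 nm); Evaluation: percent drop in bead-associated FITC signal.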
dFosB act: activators of mouse delta FosB homodimer | activation, % at 25 µM | 0.99% of 340,000 active | P13346 | purified delta FosB, TAMRA-CDK5 oligo fluorescence polarization; percent of positive-control signal above neutral wells;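 active means mean activation above about 17%, with every replicate also reaching it, limit read from the data, passing the limit was not always enough; inconclusive means only one of the two conditions met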;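 further: fluorescence polarization rise as delta FosB binds a TAMRA Cdk5 AP-1 oligo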
Target sequence (P13346 whole entry, looked up): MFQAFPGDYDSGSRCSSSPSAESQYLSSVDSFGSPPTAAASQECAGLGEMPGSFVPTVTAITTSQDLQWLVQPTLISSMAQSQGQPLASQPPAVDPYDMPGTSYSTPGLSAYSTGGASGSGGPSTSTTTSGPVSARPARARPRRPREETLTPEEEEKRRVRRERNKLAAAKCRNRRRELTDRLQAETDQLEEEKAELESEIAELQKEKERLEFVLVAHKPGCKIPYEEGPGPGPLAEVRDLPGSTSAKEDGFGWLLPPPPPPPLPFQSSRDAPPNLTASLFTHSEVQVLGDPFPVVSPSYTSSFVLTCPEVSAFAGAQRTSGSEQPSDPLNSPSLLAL
NSD2 inh: inhibitors of human histone methyltransferase NSD2 | inhibition, % at 12.5 µM | AID 743445 | 0.54% of 310,000 active | NSD2 peptide methylation, AlphaScreen, 120 min; in the data active means inhibition above about 50%
CDK5 inh: CDK5/p35 (human) kinase inhibition; 0.01% of 330,000 active; AID 488839; Q00535+Q15078; Recombinant CDK5/p35, ADP-Glo luminescence, 60 min; inhibition, % at 10 µM;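 active means highest replicate inhibition of at least 50% and at least 75% of replicates reaching 50%; inconclusive means only one of the two criteria met; inactive means both criteria failed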;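 further: plate controls were DMSO neutral control for no effect and GW8510 at 10 µM for full effect; many of its hits are not listed in these tables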
SR-BI DiI inh: inhibitors of mouse SR-BI mediated HDL lipid uptake | Q61009 | 0.96% of 320,000 active | ldlA[mSR-BI] CHO cells, DiI-HDL uptake fluorescence, 3 h | AID 488896 | inhibition, % at 12.5 µM;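 active means mean replicate inhibition of at least 70% and a set share of replicates each scoring 70 or more; inconclusive means meets just one of the two criteria; inactive means fails both criteria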;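 further: 0% = median of neutral control wells and 100% = median of positive control wells; values of inactives mirror those of a sister screen read the other way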
SUMO Mot1 rescue: inhibitors of SUMOylation pathway: yeast Mot1-301 growth rescue; AID 2716; growth rescue, % at 18.8 µM; S. cerevisiae Mot1-301 growth rescue, ATP luminescence, 38.5C; percent above DMSO median, 100 means doubled; 1% of 320,000 active;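 active means every valid replicate shows activation above 250% relative to neutral control wells; inactive means the rest, any valid replicate at or below 250%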;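 further: OY570 slx delta 5 strain wells were the positive control but not used for scaling; some compounds called inactive have numbers as strong as hits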
MITF act: increases MITF-driven TRPM1 promoter luciferase signal | activation, % at 12.5 µM | SK-MEL-5 TRPM1-promoter luciferase, 24 h; % of positive control, neutral wells = 0 | 0.75% of 300,000 active | AID 588334;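 active means mean activation of at least 80% with every replicate also reaching 80%; inconclusive means mean reaches 80% but some replicate falls short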;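 further: 0% = neutral control wells and 100% = parthenolide positive control wells; values of inactives mirror those of a sister screen read the other way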
SR-BI uptake up: SR-BI HDL lipid transfer activation; CHO ldlA[mSR-BI] cells, DiI-HDL uptake fluorescence, 3 h; 100 = double the neutral-control signal; activation, % at 12.5 µM; 0.096% of 320,000 active; AID 504775;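 active means mean replicate activation of at least 60% and every replicate at or above 60%; inconclusive means mean or all-replicate condition met, but not both; inactive means mean below 60% and not all replicates reaching 60%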;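 further: 0% = median plate neutral-control signal and 100% = twice that signal; values of inactives mirror those of a sister screen read the other way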
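System: LDL receptor-deficient CHO ldlA cells overexpressing murine SR-BI | Timing: 3 h uptake period with compound, 37 °C | Medium: HEPES-buffered (25 mM, pH 7.4) F12 plus 0.5% BSA | Dosing: Single-point compound dose | Signal: Bottom-read fluorescence, 550/595 nm | Read-out: Retained DiI signal reflecting DiI-HDL uptake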
DSG3 Ab inh: human desmoglein-3 autoantibody binding inhibition; DSG3-coupled beads, scFv-anti-DSG3-GFP binding, flow cytometry; hits give low values; 0.48% of 310,000 active; binding (percent of control), % at 10 µM; P32926;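 active means binding more than 3 SD below its plate's average and above zero; inconclusive means below that plate limit but binding exactly zero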;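 further: hits lower antibody fragment binding to DSG3; some compounds called inactive have numbers as strong as hits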
Active calls of the source: *; ? = inconclusive; · = not tested or not shown.

SMILES	PKA-R2B activ	PKA-R1A activ	Arr AP2 block	dFosB act	NSD2 inh	CDK5 inh	SR-BI DiI inh	SUMO Mot1 rescue	MITF act	SR-BI uptake up	DSG3 Ab inh
CCc1ccc(C(c2c(C)nn(-c3ccccc3)c2N)c2c(C)nn(-c3ccccc3)c2N)cc1	-3	0	-5	-6	2	-1.3	42	·	-10	-42	130
O=C(O)CC(NC(=O)C12CC3CC(CC(C3)C1)C2)c1ccc(OC2CCCC2)cc1 (stereo not drawn)	1	3	51	0	-6	0.9	-27	-4	12	27	94
COc1ccccc1C1=NOC(C)(c2sc(-c3ccccc3)nc2C)C1 (stereo not drawn)	-6	-5	16	3	·	1.2	6	292	-2	-6	107
O=C(NN1CCOCC1)c1c(-c2ccccc2)sc2ccccc12	-9	6	-5	-5	·	0.0	-14	7	-7	14	99
COc1cccc(/C=C/C(=O)OCC(=O)NCc2ccc(Cl)cc2)c1	5	-5	-1	-4	0	-1.2	-11	7	-9	11	94
Cc1ccc(C2=NOC(C)(c3nnc(-c4ccc(Cl)cc4)o3)C2)cc1 (stereo not drawn)	-3	-3	-6	-1	·	2.6	·	9	6	·	102
CCOC(=O)c1cnc(-n2nc(C)cc2C)nc1NCCO	-8	-2	-1	-12	0	-7.0	-195	6	-5	?	100
CN(C)CCn1c(C(=O)O)cc2ccccc21	5	1	6	0	2	-0.1	-40	39	-6	40	108
O=C(CCc1ccccc1)Nc1nc2c(F)cc(F)cc2s1	-4	-4	17	-9	4	-0.1	7	75	77	-7	88
CCn1c2ccccc2c2cc(NC(=O)COC(=O)c3cc(S(=O)(=O)N4CCCCC4)ccc3Cl)ccc21	-12	-2	18	-8	0	3.3	77*	·	-6	-77	101
CCOC(=O)C1CCN(CC(O)COCc2ccc3c(c2)OCO3)CC1 (stereo not drawn)	-1	11	7	-4	5	-1.3	-10	·	7	10	93
CC1=C(C(=O)Nc2cccc([N+](=O)[O-])c2)C2(CCC(C)CC2)OC1=O (stereo not drawn)	-5	-4	-6	-4	-1	1.4	17	140	4	-17	107
CCOc1ccc(NC(=O)c2ccc3c(c2)CCN3S(C)(=O)=O)cc1	5	-9	1	3	0	0.4	65	-7	8	-65	92
CCc1nnc(NC(=O)CN2C(=O)c3ccccc3C2=O)s1	-8	0	23	-4	-2	-1.0	-23	0	-5	23	89
O=C(/C=C/c1cccc([N+](=O)[O-])c1)N1CCN(c2ccc(F)cc2)CC1	-7	-4	-8	1	-2	-1.0	-31	-1	6	31	99
Cc1cc(C)n(-c2cc(N3CCN(C(=O)c4cccc(Br)c4)CC3)ccc2[N+](=O)[O-])n1	-14	-13	-3	-7	8	0.1	17	-2	-12	-17	88
COc1ccc(C(=S)N2CCN(c3ccccc3C)CC2)cc1	-13	-2	6	-5	3	1.7	3	29	-4	-3	94
CN(C)S(=O)(=O)c1cccc(C(=O)Nc2ccc(N3CCOCC3)cc2)c1	1	-9	11	2	1	1.2	27	308	5	-27	94
N#CCCN1CCN(C2=NC(=O)C(=C3CCCCC3)S2)CC1	11	-14	6	-5	-1	0.6	-20	-1	38	20	96
O=C(Cn1cnc2scc(-c3cccc([N+](=O)[O-])c3)c2c1=O)NCc1ccco1	5	-4	3	-4	-1	-0.7	8	14	-1	-8	51
Cc1ccc2c(c1)C(O)(CC(=O)c1ccc(C)s1)C(=O)N2 (stereo not drawn)	6	1	6	5	0	-1.2	-34	-5	1	34	101
Cc1cc(C)nc(N/N=C2/CCCC/C2=C\c2ccccc2)n1	-6	-9	-10	-5	10	0.1	13	2	-20	-13	98
O=[N+]([O-])c1ccc(/C=N/N/C(=N/c2ccccn2)c2ccccn2)cc1	4	10	17	0	0	-4.2	-2	-9	79	2	96
Cc1csc(=Nc2ccccc2)n1Cc1ccco1	-4	-3	-26	8	5	-1.8	-5	-18	-4	5	85
O=C(C1CCN(S(=O)(=O)c2ccc(Br)s2)CC1)N1CCCCC1	-2	-4	-9	-8	-4	-2.7	·	-10	-9	·	120
O=C(NCCCN1CCCCCC1)c1cc2c(=O)oc3ccccc3c2s1	-3	5	-10	-25	1	0.7	36	-15	6	-36	·
CCOc1ccccc1-n1cnc2cc(C(=O)NCc3ccco3)ccc21	-13	0	1	-12	4	1.2	?	-3	·	-71	118
COc1ccc(C(=O)NC(=S)NNC(=O)Cc2cccs2)cc1	-15	4	-4	-2	-1	1.2	-3	206	·	3	92
Nc1cc(N)nc(SCC(=O)N2CCCCC2)n1	11	-4	-7	-12	-12	0.1	-1	-2	·	1	·
NC(=O)CCCSc1nc2ccccc2[nH]1	4	2	4	1	0	-0.2	-8	3	-7	8	104
CCn1c(-c2csc3ccccc23)n[nH]c1=S	-16	0	28	6	-3	2.2	14	-1	-15	-14	94
COc1ccc(OC)c(S(=O)(=O)N2CCC(C(=O)NC3CCCCC3)CC2)c1	-1	-8	2	-6	-6	1.3	·	225	·	·	107
O=C(/C=C/c1ccccc1)c1c[nH]c2ccccc12	-7	1	0	-2	-7	1.4	26	-9	77	-26	64*
COc1ccccc1-c1nnc(NC(C)=O)s1	-5	-5	-9	-8	0	1.8	2	-4	22	-2	96
COc1ccc(OC)c(C(=O)c2ccc(C(=O)Nc3ccc(NC(C)=O)cc3)cc2)c1	3	0	-1	9	-5	-5.0	31	7	-7	-31	96
CN(C(=O)COc1ccc(Cl)cc1Cl)C1(C)CCS(=O)(=O)C1 (stereo not drawn)	8	-3	16	-2	0	-0.3	-26	-19	7	26	108

Reprinted from the part before: 2 compounds; new compounds follow.
SMILES	PKA-R2B activ	PKA-R1A activ	Arr AP2 block	dFosB act	NSD2 inh	CDK5 inh	SR-BI DiI inh	SUMO Mot1 rescue	MITF act	SR-BI uptake up	DSG3 Ab inh
COc1ccc(OC)c(C(=O)c2ccc(C(=O)Nc3ccc(NC(C)=O)cc3)cc2)c1	3	0	-1	9	-5	-5.0	31	7	-7	-31	96
CN(C(=O)COc1ccc(Cl)cc1Cl)C1(C)CCS(=O)(=O)C1 (stereo not drawn)	8	-3	16	-2	0	-0.3	-26	-19	7	26	108
COc1cc2sc3ccc(C#CC4(O)CCCCC4)cc3c(=O)c2cc1OC	-6	-1	2	4	·	3.0	69	12	38	-69	101
O=C(CCN1C(=O)/C(=C/c2cccs2)SC1=S)Nc1ccc(O)cc1	-2	0	-1	7	3	1.7	34	-5	4	-34	107
O=c1oc2cc(Br)ccc2n1Cc1ccccc1	-4	-1	13	1	-4	-1.2	-1	-13	-6	1	116
Cn1c(SCc2cccc(C#N)c2)nc2ccccc2c1=O	6	-4	31	-4	-6	0.6	37	11	·	-37	100
O=C(Cc1ccc([N+](=O)[O-])cc1)NCc1cccnc1	1	-6	-11	1	-1	-0.8	-26	-6	·	26	121
O=C(N/N=C/c1c[nH]c2ccccc12)c1ccc(Cl)cc1	-6	-12	7	-3	0	2.2	1	-1	·	-1	98
CCOC(=O)c1c(NC(=O)CN2C(=O)NC3(CCCCCC3)C2=O)sc(C)c1-c1ccc(C)cc1	4	0	6	-3	-1	0.8	15	6	10	-15	·
O=C(CN1CCN(c2ccccc2O)CC1)NC(=O)NCc1ccco1	-10	4	2	-1	2	-0.1	-3	-7	6	3	92
CCOc1[nH]n(-c2ccccc2)c(=O)c1C=Nc1ccc(C(=O)OC)cc1	2	1	-1	0	0	-3.5	26	-8	6	-26	95
Cc1c(O)ccc2cc(S(=O)(=O)c3ccccc3)c(=O)oc12	9	-1	7	-9	-5	0.2	-33	-5	5	33	93
CCn1c(-c2ccccc2Cl)nn(CC(=O)Nc2cc(Cl)ccc2Cl)c1=S	-4	-7	13	-4	-2	0.4	13	·	-1	-13	111
CC1CC(C)CN(C(=O)C2CCN(S(=O)(=O)N3CCC4(CC3)OCCO4)CC2)C1 (stereo not drawn)	-7	2	-6	-10	2	-0.3	-1	-6	0	1	99
COc1ccccc1NC(=O)COC(=O)c1oc2ccccc2c1C	5	-5	18	-3	-2	2.1	6	32	-6	-6	104
O=C(CNC(=O)COc1ccccc1)NCCN1CCOCC1	-2	-8	7	7	-1	0.2	-8	·	6	8	99
COc1ccc(S(=O)(=O)Nc2ccccc2C(=O)N2CCCCC2)cc1C	1	-4	-5	-4	-2	-0.5	11	-17	1	-11	111
CCC(C(=O)Nc1cccc(C(F)(F)F)c1)c1ccccc1 (stereo not drawn)	-12	-16	-1	4	-15	1.1	-13	5	-6	13	112
CCCc1cc(=O)[nH]c(SCC(=O)Nc2ccc3ccccc3c2)n1	-6	-11	18	11	-2	1.1	-19	-16	-6	19	103
CCOC(=O)c1cc(NC(=O)c2ccc(C)cc2)c(=O)oc1-c1ccccc1	-3	-16	-3	-4	0	1.1	4	-5	·	-4	100
CN(CC(=O)Nc1ccc(Cl)c(C(F)(F)F)c1)C(=O)CNC(=O)C1CCCCC1	1	0	8	-5	0	2.0	-15	145	13	15	·
CC1(CO)COC(c2ccccc2)=N1 (stereo not drawn)	3	-13	31	5	-3	-2.6	-30	28	4	30	88
CCN(C(=O)c1cc2c(=O)n3ccccc3nc2s1)C1CCCCC1	2	3	-8	-19	-32	1.2	·	1	36	·	116
CC1CN(C(=O)CSc2nnc3c(Cl)cc(Cl)cn23)CC(C)O1 (stereo not drawn)	-4	-2	6	3	-1	1.8	-10	96	3	10	99
Cc1cc(C(=O)CSc2nn3c(=O)c(C(C)(C)C)nnc3s2)c(C)n1-c1ccc(F)cc1	10	8	3	-6	-3	-0.2	7	-5	24	-7	108
CC(=O)N1N=C(c2ccncc2)OC1(Cc1ccccc1)Cc1ccccc1	-3	-2	36	-6	-2	3.6	9	14	-4	-9	117
Cc1ccc(NC(=O)c2ccc(Cn3cc([N+](=O)[O-])cn3)cc2)c(C)c1	-1	-1	8	-5	-1	·	19	-7	-4	-19	91
COc1ccc(N2CCN(S(=O)(=O)c3c(C)noc3/C=C/N(C)C)CC2)cc1	-8	-18	1	-4	0	·	17	-6	0	-17	·
CCOC(=O)c1csc(NC(=O)c2cc(-c3ccccn3)nc3ccccc23)n1	0	7	27	0	-6	0.2	-4	5	0	4	·

Assay outcomes (PubChem BioAssay)
